NS3 helicase inh – HCV NS3 helicase inhibition | NS3 helicase DNA unwinding, Cy5 molecular beacon fluorescence | inhibition, % at 10.9 µM | 0.56% of 290,000 active | AID 1800;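 active = inhibition above the mean of all tested compounds plus 3 SD, set per campaign, cut at about 35% in these data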;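 note: 0% = DMSO wells and 100% = thioflavine S control wells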
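System: Hepatitis C virus NS3 helicase domain fragment enzyme | Reagent: Annealed dual-labelled DNA beacon duplex, ATP-started | Compound dosing: 10.9 µM single point, 0.8% DMSO | Incubation: 1 h reaction at 25 °C, ATP-initiated | Technique: Cy5 fluorescence | Evaluation: Percent inhibition from t60/t0 fluorescence ratio | Benchmarks: Low DMSO, high thioflavine S at 110 µM | Replication: Singlicate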
UBC9 SUMO inh – blocks human SUMOylation mediated by UBC9; 0.36% of 290,000 active; inhibition, % at 35 µM; P63279; HTRF SUMOylation assay, SAE1/SAE2 + UBC9, in vitro; AID 2006; in the data active = inhibition above about 50%, passing the limit was not always enough; note: strong numbers were not always called active
Target sequence (P63279 whole entry, looked up): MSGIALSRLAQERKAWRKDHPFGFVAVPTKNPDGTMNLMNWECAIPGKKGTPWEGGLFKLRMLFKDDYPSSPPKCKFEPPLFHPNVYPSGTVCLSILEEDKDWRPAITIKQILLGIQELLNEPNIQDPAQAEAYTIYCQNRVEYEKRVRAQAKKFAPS
CRFBP-R2 block – antagonists of CRF-binding protein/CRF-R2 receptor complex; inhibition, % at 11.8 µM; AID 588475; 0.59% of 350,000 active; HEK293 CRF-R2/CRF-BP, CRF-induced calcium fluorescence;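 active = inhibition of the ligand-induced calcium signal above about 50% at the single tested concentration, limit read from the data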
GalR3 antag – blocks the human galanin receptor 3; inhibition, % at 3 µM; HEK293 GalR3-CNG cAMP membrane potential fluorescence; galR3 body fused to GalR1 C-terminus; 0.44% of 360,000 active;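 active = inhibition above the screen-wide average plus 3 SD, cut at about 13% in these data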;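 note: forskolin and galanin both at EC90 stimulate the cells; cAMP rise reported by CNG channel membrane potential dye signal; 0% = forskolin plus galanin with DMSO and 100% = forskolin alone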
CRFR2-BP ag – CRF-BP/CRF-R2 complex agonism; HEK293 CRF-R2/CRF-BP, calcium dye fluorescence (FLIPR); percent of saturating CRF peptide response; activation, % at 13.2 µM; 0.46% of 350,000 active;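 active = activation of at least 50%, plus an integration ratio under a set limit after plate pattern correction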;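 note: plate controls were neutral control wells without compound for no effect and CRF at EC100 for full effect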
MEKK2 WT-MEK5 – raises or lowers MEK5 binding to wildtype human MEKK2 PB1 domain. Q9Y2U5. bead flow cytometry, Alexa488-MEK5 binding to MEKK2 WT; actives lie on both sides. binding response (% of control), % at 10 µM. 1.1% of 290,000 active. AID 1531; in the data active = binding response below about 67% or above about 130%
MEKK3 PB1 HTS – MEKK3-MEK5 PB1 interaction, increase or decrease; bead-based flow cytometry, Alexa488-MEK5 binding to MEKK3; actives lie on both sides; 0 = blocked by unlabeled MEK5, 100 = vehicle; binding response (% of control), % at 10 µM; 1.4% of 290,000 active;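 active = binding response more than 3 SD above or below the average of its plate-row segment, actives on both sides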;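 note: Alexa488 bead fluorescence after subtracting the streptavidin-only scavenger bead signal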
Target sequence (Q99759 whole entry, looked up): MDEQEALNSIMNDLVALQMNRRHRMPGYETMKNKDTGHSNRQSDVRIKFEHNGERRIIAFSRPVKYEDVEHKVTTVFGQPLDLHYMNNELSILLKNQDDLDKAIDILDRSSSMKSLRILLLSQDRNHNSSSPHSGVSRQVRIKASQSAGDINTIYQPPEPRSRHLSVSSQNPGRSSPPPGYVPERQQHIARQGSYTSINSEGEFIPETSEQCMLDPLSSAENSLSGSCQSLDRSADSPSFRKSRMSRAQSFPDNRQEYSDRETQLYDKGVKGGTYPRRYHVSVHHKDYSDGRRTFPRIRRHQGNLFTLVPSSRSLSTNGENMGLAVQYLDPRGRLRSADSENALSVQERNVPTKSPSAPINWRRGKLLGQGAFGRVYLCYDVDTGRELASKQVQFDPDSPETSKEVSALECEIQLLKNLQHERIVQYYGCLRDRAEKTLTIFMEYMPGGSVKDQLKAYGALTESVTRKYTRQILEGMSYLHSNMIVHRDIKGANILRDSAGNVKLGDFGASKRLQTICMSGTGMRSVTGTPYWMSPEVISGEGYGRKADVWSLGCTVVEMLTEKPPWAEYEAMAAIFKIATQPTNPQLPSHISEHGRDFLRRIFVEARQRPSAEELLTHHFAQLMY
FID counter – fluorescent intercalator displacement, NS3 helicase counter-screen. DNA fluorescent intercalator displacement, fluorescence. inhibition, % at 7.9 µM. 0.17% of 290,000 active. AID 1845; in the data active = inhibition above about 37%;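 note: 0% = vehicle and 100% = reference compound; higher means more ethidium bromide displaced from hairpin DNA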
MEKK2mut PB1 HTS – signal of MEK5 binding to mutant human MEKK2 PB1 domain. 0.35% of 290,000 active. AID 1530. percent response, % at 10 µM. bead flow cytometry, Alexa488-MEK5 binding to MEKK2 mutant; in the data active = percent response above about 24%, passing the limit was not always enough; note: inactives centre near 1; some results filed as inactive read as strong as hits
* marks the source's active call; other numbers are inactive results; x = not tested or not shown; [ ] = another dose, or the depositor's remark.

item	smiles	NS3 helicase inh	UBC9 SUMO inh	CRFBP-R2 block	GalR3 antag	CRFR2-BP ag	MEKK2 WT-MEK5	MEKK3 PB1 HTS	FID counter	MEKK2mut PB1 HTS
1	CCn1nc(C)c(CNC(=O)CC2C(=O)NCCN2CC(C)C)c1C (stereo unspecified)	6	4	-34	-3	0.4	99	98	-13	6
2	CC(C)OCCCNC(=O)c1cn(C)c2ccc(S(=O)(=O)N(C)C3CCCCC3)cc2c1=O	-21	-16	-8	-7	-1.0	98	100	-31	0
3	CCCN(CCC)CCNC(=O)C1CC(=O)N(c2ccc(OC)cc2)C1c1ccc(OC)cc1 (stereo unspecified)	-6	-6	-2	-4	0.6	103	101	23	3
4	Cc1cccc(CC(=O)NC2CCN(C)CC2)c1	-15	-12	17	-7	-1.0	101	102	-4	-1
5	O=C1c2ccccc2C(=O)c2c1cccc2-n1nnc2ccccc21	-7	10	13	-2	-0.1	104	108	8	2
6	CC(C)c1ccc(OCC(=O)Nc2ccc(S(=O)(=O)Nc3ccccn3)cc2)cc1	5	5	-28	-7	0.3	102	103	-30	1
7	CCN(CC)CC#CCC(O)(c1ccccc1)C1CCCC1 (stereo unspecified)	-5	0	2	-1	2.6	46*[inhibitor]	95	7	-2
8	Cc1c(NC(=O)c2cccc(NC(=O)c3ccco3)c2)cccc1C(=O)O	3	8	-8	-1	1.8	90	91	0	-3
9	Nc1nonc1-n1nnc(C(=O)N/N=C/c2cc(Br)ccc2O)c1CSC1=NCCS1	33	-57	-32	77*	5.3	109	101	-3	8
10	O=C(Cn1ncc2c3ccccc3n(Cc3ccc(Cl)cc3)c2c1=O)NCCCN1CCCC1=O	-2	-2	-29	3	19	105	102	-75	0
11	Cc1ccc(NC(=O)COc2nc(C)cs2)cc1	-5	1	-8	-2	-0.2	85	93	-1	-7
12	COc1ccc(/C=N/NC(=O)C(=O)N2CCCCCC2)cc1	-10	10	-2	-10	0.7	104	107	-12	0
13	O=C(N/N=C/c1sc(=O)n(-c2ccccc2)c1Cl)c1ccncc1	-12	10	-26	-5	-1.5	96	99	-4	0
14	CC(=O)Nc1ccc(Oc2cnc3ccccc3n2)cc1	-4	23	-4	-1	0.7	102	100	-3	0
15	Cc1cc(C)c2nc(N3CCCC(C(=O)NCCCN4CCOCC4)C3)sc2c1 (stereo unspecified)	-8	7	-1	-9	-0.6	107	98	6	-1
16	CCCN(CCC)CC(C)(C)NS(=O)(=O)c1ccc(Cl)cc1	5	12	-4	8	4.5	97	94	12	-12
17	CCN(CC)CCNC(=O)c1cc(Sc2nnc(C)s2)nc2ccccc12	3	7	15	-2	-3.8	95	96	13	-2
18	COC(=O)Cc1c(C)c2ccc(O)c(CNCc3ccc(OC)c(OC)c3)c2oc1=O	-8	44	9	-10	2.1	109	108	-8	9
19	CC(C)c1ccc(N2CCN(C(=O)c3ccccc3NC(=O)/C=C(\C(=O)O)c3ccccc3)CC2)cc1	2	16	x	x	x	101	101	-27	5
20	O=C(CNC(=O)c1ccco1)N/N=C/c1ccccc1[N+](=O)[O-]	13	11	8	-1	-1.5	104	105	0	5
21	COc1ccc(CNC(=O)[C@@H]2CC=C[C@@H]3CCN(Cc4ccccc4)C(=O)[C@@H]32)cc1	x	x	2	-8	-1.1	101	104	x	4
22	CC(NC(=O)c1ccc(Br)cc1)c1ccc2c(c1)CCCC2 (stereo unspecified)	-1	4	19	-11	0.5	104	95	-11	6
23	CCCC(=O)Nc1nc2c(OC)ccc(OC)c2s1	0	-6	-6	x	0.9	123	117	-3	16
24	COc1cccc(-n2c(N)c(-c3nc4ccccc4[nH]3)sc2=S)c1	-2	11	6	2	-3.2	102	104	2	2
25	CC(C)C(=O)Nc1nc(-c2ccccc2)ns1	-5	3	-14	-4	1.8	93	115	4	1
26	CCCc1nc2ccccc2n1CC(O)COc1ccc(NC(C)=O)cc1 (stereo unspecified)	-13	0	1	-4	-1.8	105	103	-9	1
27	CC(C)NC(=O)c1ccccc1NC(=O)C1CC(=O)N(C(C)C)C1 (stereo unspecified)	2	4	-1	-10	0.3	82	72	0	-11
28	COc1cccc(N=c2oc3ccccc3cc2-c2nc3ccccc3[nH]2)c1	-5	19	26	-4	-0.9	107	104	-2	6
29	Cc1ccc2cccc(OCc3ccccc3)c2n1	0	20	7	0	0.7	112	120	-10	20
30	COc1ccc(CC2(C)OC(c3ccc(Cl)cc3)=NN2C(C)=O)cc1 (stereo unspecified)	-8	-7	8	-3	-4.8	94	89	-23	-6

Printed as active in GalR3 antag, of those listed so far:
entry	compound	NS3 helicase inh	UBC9 SUMO inh	CRFBP-R2 block	GalR3 antag	CRFR2-BP ag	MEKK2 WT-MEK5	MEKK3 PB1 HTS	MEKK2mut PB1 HTS
9	Nc1nonc1-n1nnc(C(=O)N/N=C/c2cc(Br)ccc2O)c1CSC1=NCCS1	33	-57	-32	77*	5.3	109	101	8

(next part)
item	smiles	NS3 helicase inh	UBC9 SUMO inh	CRFBP-R2 block	GalR3 antag	CRFR2-BP ag	MEKK2 WT-MEK5	MEKK3 PB1 HTS	FID counter	MEKK2mut PB1 HTS
31	Cc1cccc(CCNS(=O)(=O)c2ccc(S(=O)(=O)N3CCC(C)CC3)cc2)c1	5	x	-12	-3	6.9	99	100	3	5
32	CCCC(=O)Nc1c(C(=O)OCC)[nH]c2ccccc12	3	-11	4	4	1.6	101	97	-3	-4
33	CC(=O)NC1=NN(C(C)=O)C2(S1)C(=O)N(CC(C)C)c1ccc(C)cc12 (stereo unspecified)	4	9	-3	-1	-1.0	99	98	-34	4
34	Cc1ccc2c(c1)COc1c3ccc(C(=O)NCCO)cc3nn1-2	x	25	-2	-5	-0.3	90	101	x	2
35	O=C(NCCc1ccc(F)cc1)c1cc(=O)c2ccccc2o1	11	5	-9	0	0.8	112	106	-10	15
36	O=C(CCl)c1ccc(Cc2ncc(C(F)(F)F)cc2Cl)s1	12	-13	10	-5	2.1	98	101	-4	-3
37	C=CCOc1c(Br)cc(CNc2ccc(NC(=O)C(C)C)cc2)cc1OCC	8	-11	15	-5	-2.2	103	94	-6	1
38	C/C(=N\Nc1cccc(Cl)c1)C1(C)N(O)C(C)(C)C(c2ccco2)=[N+]1[O-] (stereo unspecified)	-10	-9	-8	-5	-0.4	98	100	-15	2
39	CC1CCN(C(=O)COc2ccc(Nc3ccccc3)cc2)CC1	-2	6	-15	1	-4.5	96	102	-19	0
40	CN(C)S(=O)(=O)N1CCN(C(=O)c2cccs2)CC1	3	9	9	-4	-1.2	105	101	-3	6
41	COc1cc(CO)ccc1OCC(=O)Nc1ccc(Br)cc1	3	11	-2	-6	-0.7	103	99	-8	2
42	Cc1ccc2c(c1)C(c1ccc(F)cc1)N(C(=O)c1cc3ccccc3oc1=O)CC(=O)N2 (stereo unspecified)	3	4	-7	3	-1.6	100	114	-37	-4
43	CC1CN(C(C)C(=O)NC(c2ccccc2)c2ccccc2)CC(C)O1 (stereo unspecified)	-7	2	-3	-7	0.5	97	99	-22	-6
44	CC1=NN(C(=O)Cc2ccc([N+](=O)[O-])cc2)C(O)(c2ccccc2)C1 (stereo unspecified)	15	2	5	-4	6.8	101	101	-2	-3
45	COc1ccc(C(=O)NCC(=O)N/N=C(C)\C=C\c2ccccc2)cc1OC	-6	2	-13	-10	0.4	91	95	-12	-4
46	Cc1cc([N+](=O)[O-])nn1CC(=O)N/N=C/c1ccccc1O	3	5	-6	-1	0.1	109	106	-6	3
47	CC(Cc1cccs1)NC(=S)Nc1ccc(Cl)c(Cl)c1 (stereo unspecified)	3	-5	-31	-7	-0.5	101	101	-4	-3
48	Nn1cc(-c2ccccc2)nc1SCC(=O)NCC1CCCO1 (stereo unspecified)	6	2	5	1	-1.9	79	90	3	-11
49	COc1ccc(N2CCN(C(=O)c3cccs3)CC2)cc1	8	-4	19	-8	-2.2	102	97	-8	8
50	CC1(C(=O)OCC(=O)NC(=O)NCc2ccccc2)CC1(Cl)Cl (stereo unspecified)	-15	-9	-5	-5	-0.9	107	106	-18	-2
51	O=C(Nc1cccc(Cl)c1)OCc1cnc(Cl)s1	9	10	4	1	0.3	100	102	2	1
52	O=C(Nc1nccs1)c1cccc(N2C(=O)c3cccc4c([N+](=O)[O-])ccc(c34)C2=O)c1	-2	30	15	-4	7.4	x	x	1	x
53	CCN1CCN(Cc2ccc(OC)c(OCc3ccccc3)c2)CC1	-7	12	-2	-5	-4.7	101	96	6	5
54	CC(Sc1nnc(CNC(=O)c2ccccc2F)n1C)C(=O)Nc1nccs1 (stereo unspecified)	4	19	6	-9	-1.5	101	102	-7	1
55	O=C(Nc1ccc(Cl)cc1)N(Cc1nnc2n1CCCCC2)c1ccccc1	2	3	-40	-2	1.7	102	102	-32	-1
56	CCOC(=O)C1CCN(S(=O)(=O)c2ccc(-c3ccc(=O)[nH]n3)o2)CC1	9	23	7	1	8.5	99	99	-15	2
57	O=C(CSc1n[nH]c(=O)n1Cc1ccco1)c1ccc2c(c1)OCCO2	1	-15	-1	-11	2.8	104	101	-14	-2
58	Cc1ccc(C(=O)N/N=C2\CCCc3ccccc32)c(C)c1	8	-4	1	-3	-0.9	96	102	-5	-6
59	CCN(C(=O)c1cc(S(=O)(=O)N2CCc3ccccc32)cn1C)c1ccccc1	6	-31	30	x	-1.0	98	100	-39	2
60	O=C(NC1CCCC1)c1ccc(Cl)c(S(=O)(=O)N2CCOCC2)c1	25	-5	0	-7	1.2	102	103	-3	0

Limited to FID counter, MEKK2mut PB1 HTS and GalR3 antag, for some of the entries so far:
entry	smiles	FID counter	MEKK2mut PB1 HTS	GalR3 antag
35	O=C(NCCc1ccc(F)cc1)c1cc(=O)c2ccccc2o1	-10	15	0
36	O=C(CCl)c1ccc(Cc2ncc(C(F)(F)F)cc2Cl)s1	-4	-3	-5

The list is partial; the hit share may differ from the screen's.
